# MT1-MMP txn act = MT1-MMP promoter reporter activation – cell-based, luciferase luminescence, primary screen; HT1080 MT1-MMP promoter luciferase reporter, overnight; stronger effect = higher value; activation factor at 10 µM; 0.16% of 86,000 active; AID 750, 2007;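 active = activation factor of at least 2 for MT1-MMP transcription at 10 µM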
# cytoskel mod = modifiers of F-actin cytoskeleton organization, primary screen, imaging, HUVEC, phalloidin staining, high-content imaging; HUVEC TNFa F-actin phalloidin imaging; inhibition, % at 2 µM; 0.18% of 91,000 active; AID 836, 2007;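 active = inhibition above the batch mean plus 3 SD and confirmed as a hit by visual image inspection, cut at about 30% in these data, passing the limit was not always enough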; note: strong numbers were not always called active
# Smad3 inh = Smad3/FoxH1 peptide binding inhibitors, primary screen, biochemical, TR-FRET; Mothers against decapentaplegic homolog 3 (Homo sapiens), P84022; TR-FRET Smad3/Dy647-FoxH1 peptide binding, europium anti-His; inhibition, % at 25 µM; 0.29% of 88,000 active;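 active = compounds that reduce the energy-transfer binding signal between the protein and its labelled peptide by more than half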;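 note: 0% = Smad3 plus labelled peptide maximal FRET and 100% = peptide-only background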
# Target sequence (P84022 whole entry, looked up): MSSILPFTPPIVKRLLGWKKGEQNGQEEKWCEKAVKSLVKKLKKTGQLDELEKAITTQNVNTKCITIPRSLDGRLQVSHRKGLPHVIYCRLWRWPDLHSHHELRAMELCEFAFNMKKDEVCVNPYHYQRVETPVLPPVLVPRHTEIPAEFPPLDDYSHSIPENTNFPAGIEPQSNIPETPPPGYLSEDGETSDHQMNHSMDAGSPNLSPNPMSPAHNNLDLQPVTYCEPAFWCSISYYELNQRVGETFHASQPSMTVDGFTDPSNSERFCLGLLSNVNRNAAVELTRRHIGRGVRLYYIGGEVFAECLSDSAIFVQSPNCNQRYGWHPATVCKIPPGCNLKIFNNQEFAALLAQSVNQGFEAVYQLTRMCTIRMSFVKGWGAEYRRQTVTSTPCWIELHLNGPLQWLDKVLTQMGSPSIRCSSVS
# IL1B cytotox = cytotoxicity in IL-1B stimulated HUVEC, primary screen, cytotoxicity control for IL-1B NFkB translocation project, imaging, Hoechst nuclear count, IL-1B stimulus. HUVEC cell count loss. cell count reduction, % at 2 µM. 0.41% of 94,000 active. AID 845, 2007;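 active = cell count reduction more than 3 SD above the screen-wide mean, cut at about 70% in these data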;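 note: normalized per plate to untreated control cells as the no-loss baseline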
# HUVEC tox TNFa = cytotoxicity in TNFa-stimulated HUVEC, primary screen, cytotoxicity control for VCAM1 expression modulator project, imaging, Hoechst nuclei count; AID 848, 2007; HUVEC TNFalpha-stimulated, Hoechst cell count; cell count reduction, % at 2 µM; 0.17% of 93,000 active;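 active = cell count reduction exceeding the screen mean by over 5 SD, scaled to untreated wells per plate, cut at about 78% in these data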;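 note: cells counted after 24 h of TNF alpha exposure following the 1 h pretreatment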
# Calb biofilm kill = clotrimazole potentiators killing Candida biofilms, primary screen, with clotrimazole, Alamar Blue | inhibition, % at 6 µM | C. albicans biofilm + clotrimazole | 0.14% of 85,000 active;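 active = inhibition above 20%; inactive = inhibition below 20%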;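 note: preformed 24 hr biofilms exposed to compound for 48 hr; 0% = biofilm without compound and 100% = blank killed by clotrimazole plus chlorhexidine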
# hDAT+cocaine = changed hDAT dopamine uptake under cocaine IC80, either direction, primary screen, cocaine antagonist project, cell-based, LLC-PK1 hDAT, [14C]-dopamine uptake, MLSMR. Sodium-dependent dopamine transporter (Homo sapiens), Q01959. LLC-PK1 hDAT cells, [14C]-dopamine uptake with cocaine IC80; actives deviate in either direction. B-score at 10 µM. 1.3% of 110,000 active;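 active = Z score or B-score, a plate-position-corrected score, falls beyond the plate's 99.7% confidence bounds, in either direction; inactive = both scores lie inside the 99.7% bounds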;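 note: scored against the spread of the other compound wells on the same plate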
# Target sequence (Q01959 whole entry, looked up): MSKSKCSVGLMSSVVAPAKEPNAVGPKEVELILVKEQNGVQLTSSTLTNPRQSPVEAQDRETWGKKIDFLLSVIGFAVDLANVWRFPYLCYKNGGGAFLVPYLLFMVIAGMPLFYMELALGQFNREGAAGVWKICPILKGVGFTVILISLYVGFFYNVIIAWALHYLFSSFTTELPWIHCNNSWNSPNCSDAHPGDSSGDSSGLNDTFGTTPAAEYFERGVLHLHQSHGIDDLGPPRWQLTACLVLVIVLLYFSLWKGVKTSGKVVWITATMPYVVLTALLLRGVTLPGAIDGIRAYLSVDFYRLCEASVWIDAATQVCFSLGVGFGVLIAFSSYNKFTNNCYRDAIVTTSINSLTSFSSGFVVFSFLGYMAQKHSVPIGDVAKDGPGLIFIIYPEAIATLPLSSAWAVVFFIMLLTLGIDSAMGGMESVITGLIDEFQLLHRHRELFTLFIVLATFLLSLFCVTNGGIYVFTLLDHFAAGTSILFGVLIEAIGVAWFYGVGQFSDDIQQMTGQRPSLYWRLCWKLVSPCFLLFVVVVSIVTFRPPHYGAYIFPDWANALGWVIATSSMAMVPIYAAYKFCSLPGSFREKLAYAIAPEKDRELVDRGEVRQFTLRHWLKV
# VCAM1 TNFa inh = inhibitors of TNFa-induced VCAM1 expression, primary screen, imaging, HUVEC, TNFa stimulus, immunofluorescence; 0.48% of 95,000 active; HUVEC TNFa-induced VCAM-1 immunofluorescence, high-content imaging; inhibition, % at 2 µM;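 active = inhibition above the batch mean plus 3 SD, with images confirmed as a hit by eye, cut at about 37% in these data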;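 note: 0% = TNF-stimulated DMSO wells and 100% = unstimulated control wells; not every result past the cut was called active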
# PTPN22 inh 2 = PTPN22 phosphatase inhibitors, primary screen, biochemical, DiFMUP fluorescence, 2 µM. 0.21% of 96,000 active. inhibition, % at 2 µM. recombinant LYP catalytic domain. Tyrosine-protein phosphatase non-receptor type 22 (Homo sapiens), Q9Y2R2. AID 640, 2007;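 active = inhibition at 2 µM at or above a set limit, the screen mean plus 3 SD, cut at about 24% in these data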;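 note: 0% = DMSO with enzyme and 100% = enzyme fully blocked by orthovanadate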
# * = called active by the depositor; · = no result given; & = joins results of further samples; [ ] = dose if it differs, or a comment. Some of the compounds tested; rates above refer to the full screens.
SMILES,MT1-MMP txn act,cytoskel mod,Smad3 inh,IL1B cytotox,HUVEC tox TNFa,Calb biofilm kill,hDAT+cocaine,VCAM1 TNFa inh,PTPN22 inh 2
COc1cc(Br)cc2cc(C(=O)N3CCN(C(=O)c4ccco4)CC3)c(=O)oc12,1.1,1,12,1,-4,10,0.52,1,-16
CCCCCCc1nc2c(=O)[nH]c3ccccc3c2o1,0.9,·,15[fluorescence artefact?],·,·,7,0.48,·,·
CC(=O)c1ccc(NC2=C(N3CCOCC3)C(=O)c3ccccc3C2=O)cc1,·,15,·,-22,-20,·,1.9,0,4
Cc1c(C(=O)O)sc2nc3n(c(=O)c12)CCC(C)CC3 (stereo unspecified),1.1,0,4,7,-10,6,0.036,0,2
CCN(CC)S(=O)(=O)c1ccccc1/C=N\O,1.1,·,0,·,·,2,0.89,·,·
COc1ccc(CNC(=O)C2CCCN2S(=O)(=O)c2ccc(Cl)cc2)cc1 (stereo unspecified),1.3,-11,12[fluorescence artefact?],-39,-6,8,0.0051,2,-20
COc1ccc2[nH]cc(C(=O)CN3CCCCC3)c2c1,1.1,-13,-1,2,-12,6,-0.088,-17,1
CC(=O)c1cccc(NC(=O)C2CCN(S(=O)(=O)c3ccc(C)cc3)CC2)c1,1.1,4,-3,-31,-22,3,0.16,25,-7
O=C(CCS(=O)(=O)Cc1ccc(Cl)cc1)NCCCN1CCOCC1,1,-6,-10,-9,-10,4,0.14,-3,0
CCSC1=C(C#N)C(c2ccc(F)cc2)CC(=O)N1 (stereo unspecified),1.1,0,1,-3,-31,-7,0.34,9,-7
CCOC(=O)c1sc(NC(=O)c2sccc2C)cc1C,·,-6,·,-4,-18,·,0.054,-18,-2
Cc1ccc(OCC(O)CN2CCN(CC(O)COC(C)C)CC2)c(C(C)(C)C)c1 (stereo unspecified),1,0,-3,6,-20,-1,0.59,4,1
Cn1c(=O)n(Cc2ccccc2F)c(=O)c2c1nc1n2CCCN1CCc1ccccc1,1.2,36,-4,-34,-41,3,0.13,1,-5
Cc1nn(Cc2ccc(Cl)c(Cl)c2)c(C)c1NC(=O)c1cc(-c2ccc3c(c2)OCO3)on1,1.2,-10,-10,9,13,4,0.19,-16,6
COc1ccc(CCNC(=O)COc2ccc(S(=O)(=O)NC3CCCCC3)cc2Cl)cc1,·,-18,·,-20,1,·,-1,-3,-31
Cc1ccc2c(COC(=O)c3n[nH]c4ccccc34)cc(=O)oc2c1,1.4,·,-19,·,·,-3,-0.83,·,·
CC1(C)Cc2nc3sc(C(=O)NCCO)c(N)c3cc2CO1,1.6,-14,-8,-29,6,-1,1.2,12,-4
CC1Cc2ccccc2N1Cc1nc2cc(C(F)(F)F)ccc2c(=O)[nH]1 (stereo unspecified),1.2,-4,-3,-11,-6,3,0.017,4,12
CCOC(=O)c1cccc(NC(=O)CSc2nc3cccnc3n2C)c1,0.9,-4,-7,-4,-2,-2,-0.048,6,-20
CC1(C)SC(=S)N(/N=C/c2ccc(O)cc2)C1N(O)C(=O)Nc1ccc([N+](=O)[O-])cc1 (stereo unspecified),·,6,·,15,-13,·,0.38,10,0
COc1ccccc1Nc1cc(C(=O)NCCCN2CCOCC2)c2ccccc2n1,1.1,8,1,-41,-1,7,0.6,-3,-4
Cc1cc(C)c(C#N)c(N2CCN(Cc3ccccc3)CC2)n1,1.1,9,14,8,-8,-4,1.8,-1,10
Oc1ccc(/C=N/Nc2cc(N3CCOCC3)nc(N3CCOCC3)n2)cc1,·,0,·,4,-8,·,-0.075,-5,-9
Cc1cccc(C)c1NC(=O)CN(C)CC(=O)Nc1ccccc1Br,1.2,18,-12,-30,-18,4,-0.36,13,-8

# Looked up by compound from the entries so far:
SMILES,MT1-MMP txn act,cytoskel mod,Smad3 inh,IL1B cytotox,HUVEC tox TNFa,Calb biofilm kill,hDAT+cocaine,VCAM1 TNFa inh,PTPN22 inh 2
Cn1c(=O)n(Cc2ccccc2F)c(=O)c2c1nc1n2CCCN1CCc1ccccc1,1.2,36,-4,-34,-41,3,0.13,1,-5
CC1Cc2ccccc2N1Cc1nc2cc(C(F)(F)F)ccc2c(=O)[nH]1 (stereo unspecified),1.2,-4,-3,-11,-6,3,0.017,4,12
CC1(C)Cc2nc3sc(C(=O)NCCO)c(N)c3cc2CO1,1.6,-14,-8,-29,6,-1,1.2,12,-4
CCOC(=O)c1cccc(NC(=O)CSc2nc3cccnc3n2C)c1,0.9,-4,-7,-4,-2,-2,-0.048,6,-20
CC1(C)SC(=S)N(/N=C/c2ccc(O)cc2)C1N(O)C(=O)Nc1ccc([N+](=O)[O-])cc1 (stereo unspecified),·,6,·,15,-13,·,0.38,10,0

# Remaining list, next part:
SMILES,MT1-MMP txn act,cytoskel mod,Smad3 inh,IL1B cytotox,HUVEC tox TNFa,Calb biofilm kill,hDAT+cocaine,VCAM1 TNFa inh,PTPN22 inh 2
Cc1cc(C)c2nc(-c3ccccn3)cc(C(=O)Nc3ccc(S(=O)(=O)Nc4cc(C)on4)cc3)c2c1,·,-17,·,-8,-9,·,-0.39,-17,-1
CC(C)=CCCC1=CCC(/C(C)=N/NC(N)=O)CC1 (stereo unspecified),·,-22,·,-7,-6,·,0.27,15,4
CCOC(=O)N1CCC(Nc2c(NCCCN(CC)c3cccc(C)c3)c(=O)c2=O)CC1,1,9,-2,8,-20,-2,0.63,8,-21
COc1cc(/C=C/c2ccc3cccc(OC)c3n2)c(OC(C)=O)c([N+](=O)[O-])c1,1,-2,0,-18,-12,4,0.41,19,-9
CCOC(=O)/C(C#N)=C/c1cc(C)n(-c2ccccc2)c1C,1.9,-7,-1,-70,-15,-1,-0.14,7,5
CCOC(=O)c1cnn(Cc2ccccc2)c1N,1.3,-6,-1,22,-34,4,-0.51,-21,-3
O=C(CSc1nnc(-c2ccc(Cl)s2)o1)N1CCc2ccccc21,1,6,10[fluorescence artefact?],14,-9,5,0.007,-15,3
O=C(Nc1cccnc1)c1ccc2c(c1)C(=O)N(Cc1cccnc1)C2=O,1.2,5,8,37,-19,2,0.7,5,2
CCOC(=O)c1ccc(N=c2sc(C(=O)OC)cc(=O)n2CCCN2CCOCC2)cc1,1.1,-10,5,-13,20,11,1.4&-0.16,15,-5
Cc1cc(Cl)cc(Cl)c1OCCOc1cccc2cccnc12,0.9,-23,-11,·,-8,4,-0.15,10,-5
CC1(C)CC(=O)C=C(N=CC2=C(O)CC(C)(C)CC2=O)C1,1.1,1,-14,-34,-1,11,-0.081,6,-2
CCOC(=O)N1CCN(C(=O)NC23CC4CC(CC(C4)C2)C3)CC1,1.1,-6,·,-37,-3,·,-0.22,-29,-14

# Reformatted with each value named: entries from further up
> O=C(CSc1nnc(-c2ccc(Cl)s2)o1)N1CCc2ccccc21
  MT1-MMP txn act: 1 | cytoskel mod: 6 | Smad3 inh: 10[fluorescence artefact?] | IL1B cytotox: 14 | HUVEC tox TNFa: -9 | Calb biofilm kill: 5 | hDAT+cocaine: 0.007 | VCAM1 TNFa inh: -15 | PTPN22 inh 2: 3
> O=C(Nc1cccnc1)c1ccc2c(c1)C(=O)N(Cc1cccnc1)C2=O
  MT1-MMP txn act: 1.2 | cytoskel mod: 5 | Smad3 inh: 8 | IL1B cytotox: 37 | HUVEC tox TNFa: -19 | Calb biofilm kill: 2 | hDAT+cocaine: 0.7 | VCAM1 TNFa inh: 5 | PTPN22 inh 2: 2
> CCOC(=O)c1ccc(N=c2sc(C(=O)OC)cc(=O)n2CCCN2CCOCC2)cc1
  MT1-MMP txn act: 1.1 | cytoskel mod: -10 | Smad3 inh: 5 | IL1B cytotox: -13 | HUVEC tox TNFa: 20 | Calb biofilm kill: 11 | hDAT+cocaine: 1.4&-0.16 | VCAM1 TNFa inh: 15 | PTPN22 inh 2: -5

# Next part.
SMILES,MT1-MMP txn act,cytoskel mod,Smad3 inh,IL1B cytotox,HUVEC tox TNFa,Calb biofilm kill,hDAT+cocaine,VCAM1 TNFa inh,PTPN22 inh 2
COc1ccc(C(=O)Nc2cc(-c3nn4c(C)nnc4s3)ccc2C)cc1,1.2,6,22[fluorescence artefact?],-6,-10,8,-0.68,13,-9
CCN(CC)S(=O)(=O)c1ccc(C(=O)OCCNC(=O)c2cccnc2)cc1,1.2,-1,-5,6,-10,2,0.09,-4,7
O=c1c2cc(N3CCOCC3)ccc2[nH]c(=S)n1CCCN1CCCCC1,1.1,11,11[fluorescence artefact?],-157,2,0,0.1,22,7
CCNc1nc(NCC)nc(OCCOC(=O)c2ccccc2)n1,1,·,2,·,·,5,0.062,·,·
Cc1ccc2nsnc2c1S(=O)(=O)N(Cc1ccco1)Cc1cc2cccc(C)c2[nH]c1=O,0.9,-64,-4,-37,5,3,0.053,9,-8
Cc1cc(NC(=O)c2ccco2)ncc1NC(=O)Cc1ccccc1,1.9,·,-4,·,·,1,0.86,·,·
Cn1c(=O)oc2cc(S(=O)(=O)N3CCOCC3)ccc21,1.1,31,-4,-2,·,2,-0.74,-19,2
O=C(O)C1CC=CCC1C(=O)Nc1ccccc1C(=O)N1CCN(c2ccccc2)CC1 (stereo unspecified),·,0,·,-12,-3,·,-1.3,-47,-1
c1ccc2[nH]c(CN3CCOCC3)nc2c1,1.1,10,4,12,-2,7,-1.9,-2,7
COc1ccc(-c2nnc(NC(=O)C3CCCO3)s2)cc1 (stereo unspecified),1.8,8,14,-15,-7,2,-0.11,-8,7
CNC(=O)CCn1nc(-c2ccccc2)c2ccccc2c1=O,1.1,38,-9,10,-18,3,-0.37,12,0
O=C(Cn1cc2c(n1)CCCC2)N1CCCc2ccccc21,1.3,·,14,·,·,9,-0.58,·,·
CN(CC(=O)O/N=C(\N)c1cccc([N+](=O)[O-])c1)S(=O)(=O)c1ccccc1,1,-8,3,-28,-5,-1,-0.2,9,2
CCOC(=O)c1cc2occc2n1CC(=O)N1CCOCC1,1,·,-2,·,·,6,0.024,·,·
Cc1oc(-c2nc3ccccc3n2C)cc1C(=O)c1ccccc1,0.1,-10,-6,-130,-3,-2,-0.039,2,-15
CC(C)Cn1c(C(C)NC(=O)Cc2ccccc2)nc2ccccc21 (stereo unspecified),·,-1,9,-32,-12,6,1.4,7,2
COc1ccc(C2C(C#N)=C(/N=C/N3CCN(C)CC3)OC3=C2C(=O)CC(C)(C)C3)cc1 (stereo unspecified),1.1,7,2,6,5,6,-0.31,-14,-7
COc1ccc(-c2nnc(NC(=O)c3cc(C)on3)s2)cc1,1.1,-11,5,-33,1,1,1,8,4
CCCCOc1ncnc2c1[nH]c1ccccc12,1.6,-6,-5,-8,-11,5,1.3,-3,-15
CCN(CC(=O)Nc1ccc2c(c1)OCCO2)S(=O)(=O)c1cccs1,·,-26,·,-13,-13,·,0.28,-3,5
O=C(CCNc1cc(Cl)cc(Cl)c1)c1ccco1,1.1,-19,-2,-34,-4,5,0.0013,14,-3
O=C(Cc1ccccc1)NC(=S)Nc1ccc2oc(-c3ccccc3F)nc2c1,·,4,·,-1,-2,·,-2,-6,0
COc1ccccc1-c1nc(-c2ccc(C)nc2OC)no1,1.2,·,5,26,·,2,1.5,·,3

# Screening results (PubChem BioAssay)
